TRHR ag = qHTS for Small Molecule Agonists and Allosteric Enhancers of Human TRH Receptor: Primary Screen for Agonists. Thyrotropin-releasing hormone receptor (Homo sapiens), P34981. TRHR cells, calcium flux fluo-8, FDSS agonist mode. activation, % at 2 µM. 360,000 tested, 0.18% active. AID 493084, 2011; note: 0% is about no effect
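TRHR-expressing cells, plated overnight in medium with 10% serum, were loaded with fluo-8 calcium dye at room temperature. After a 10 s baseline, library compound was pin-added and calcium release was recorded kinetically (ex 480/em 530) as agonist response.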
D1 agonist = Allosteric Agonists of the Human D1 Dopamine Receptor: qHTS. D(1A) dopamine receptor (Homo sapiens), P21728. HEK293 T-REx D1 cells, calcium flux, agonist mode. activation, % at 2 µM. 360,000 tested, 1% active; note: 0% is about no effect
Target sequence (P21728 whole entry, looked up): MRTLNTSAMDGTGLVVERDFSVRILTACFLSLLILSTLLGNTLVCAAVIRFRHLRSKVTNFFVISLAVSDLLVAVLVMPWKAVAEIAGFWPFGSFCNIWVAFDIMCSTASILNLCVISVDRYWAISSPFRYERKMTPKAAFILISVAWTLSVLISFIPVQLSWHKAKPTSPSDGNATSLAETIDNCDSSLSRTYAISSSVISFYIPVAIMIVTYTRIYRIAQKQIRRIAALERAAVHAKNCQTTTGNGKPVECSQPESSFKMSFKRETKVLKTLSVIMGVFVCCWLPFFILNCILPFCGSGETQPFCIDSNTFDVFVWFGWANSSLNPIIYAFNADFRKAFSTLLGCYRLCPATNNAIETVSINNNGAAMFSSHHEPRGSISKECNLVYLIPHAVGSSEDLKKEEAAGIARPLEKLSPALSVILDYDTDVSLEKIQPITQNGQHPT
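Agonism was scored from calcium flux recorded over 180 s (1 read/s) after pintool compound addition, following a 10-cycle baseline. Cells were inducible force-coupled HEK293 TREx D1, plated overnight at 30 C and loaded with no-wash calcium dye.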
D2 antagonist = HTS Assay for Allosteric Antagonists of the Human D2 Dopamine Receptor: Primary Screen for Antagonists. D(2) dopamine receptor (Homo sapiens), P14416. HEK293 TREx D2 cells, calcium flux, dopamine EC80. inhibition, % at 10 µM. 340,000 tested, 2% active. AID 485344, 2010; in the data active = inhibition above about 30%; note: 0% is about no effect
Target sequence (P14416 whole entry, looked up): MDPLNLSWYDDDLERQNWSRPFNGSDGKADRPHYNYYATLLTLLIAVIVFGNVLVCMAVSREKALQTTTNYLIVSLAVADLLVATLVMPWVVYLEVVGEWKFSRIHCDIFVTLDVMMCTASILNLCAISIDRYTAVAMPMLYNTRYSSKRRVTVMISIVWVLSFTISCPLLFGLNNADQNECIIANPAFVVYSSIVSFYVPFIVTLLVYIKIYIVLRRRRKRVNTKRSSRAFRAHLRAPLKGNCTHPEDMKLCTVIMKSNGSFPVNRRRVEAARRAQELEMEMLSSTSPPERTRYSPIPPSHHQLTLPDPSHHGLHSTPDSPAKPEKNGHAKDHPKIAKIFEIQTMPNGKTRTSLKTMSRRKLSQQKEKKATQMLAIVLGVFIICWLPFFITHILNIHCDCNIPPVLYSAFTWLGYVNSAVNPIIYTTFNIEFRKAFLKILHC
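Compounds are added to dye-loaded, induced HEK293 T-REx cells coupled to calcium release via D2; after a 3 min kinetic read an EC80 dopamine stimulus is given and fluorescence is recorded for 3 more min.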
D2 agonist = HTS Assay for Allosteric Agonists of the Human D2 Dopamine Receptor: Primary Screen for Agonists | D(2) dopamine receptor (Homo sapiens), P14416 | HEK293 T-REx D2 cells, calcium flux agonist mode | activation, % at 2 µM | 340,000 tested, 0.53% active | AID 485358, 2010;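 active = activation over 3 SD above normal in the single-dose calcium agonist read, cut at about 30% in these data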; note: 0% is about no effect
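Tetracycline-induced HEK293 T-REx cells with force-coupled D2 receptor, plated overnight at 30 C, loaded with no-wash calcium dye. After a 10 s baseline, compound was pin-added and calcium flux read kinetically for 180 s; calcium rises flagged agonists.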
D2 PAM = HTS Assay for Positive Allosteric Modulators of the Human D2 Dopamine Receptor: Primary Screen for Potentiators. D(2) dopamine receptor (Homo sapiens), P14416. AID 485347, 2010. HEK293 T-REx D2, calcium flux, EC20 dopamine potentiation. 340,000 tested, 0.34% active. potentiation, % at 10 µM;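 active = potentiation over 3 SD above the plate norm, cut at about 30% in these data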; note: 0% is about no effect
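Tetracycline-induced HEK293 T-REx cells force-coupled to calcium signalling expressed D2; compounds were pin-added after a 10 s baseline, read kinetically 180 s, then an EC20 dopamine challenge followed with a further 180 s calcium read.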
D1 antagonist = Antagonist of Human D 1 Dopamine Receptor: qHTS; D(1A) dopamine receptor (Homo sapiens), P21728; HEK293 TREx D1 cells, calcium flux, dopamine EC80; stronger effect = lower value; activity change, negative = inhibition, % at 10 µM; 360,000 tested, 3.2% active; AID 504652, 2011; in the data active = activity change below about -30%; note: % is set by controls: 0 for no effect and ±100 for the full control effect
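Tetracycline-induced HEK293 Trex D1 cells, force-coupled to calcium, dye-loaded; compounds added and read 180 s, then EC80 dopamine added and calcium flux tracked kinetically another 180 s.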
TRHR PAM = qHTS for Small Molecule Agonists and Allosteric Enhancers of Human TRH Receptor: Primary Screen for Enhancers. TRHR cells, fluo-8 calcium fluorescence, EC20 TRH enhancement. enhancement, % at 2 µM. 360,000 tested, 0.66% active; in the data active = enhancement above about 30%; note: 0% is about no effect
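Enhancer read-out: after compound pinning and an initial kinetic agonist-mode read, an EC20 of TRH (10 nM final) was injected and fluo-8 calcium signal (Ex 480/Em 530) followed at 1 s/cycle for 100 cycles in TRHR-expressing cells.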
D1 PAM = Potentiators of Human D1 Dopamine Receptor: qHTS | HEK293 TREx D1 cells, calcium flux, dopamine EC20 potentiation | potentiation, % at 10 µM | 360,000 tested, 0.036% active; in the data active = potentiation above about 30%; note: 0% is about no effect
RXFP1 antagonist = qHTS Assay for Antagonists of the Relaxin Receptor RXFP1 | activity change, negative = inhibition, % at 57.5 µM | HEK293-RXFP1, relaxin-stimulated cAMP HTRF, 30 min; stronger effect = lower value | 350,000 tested, 0.59% active;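 active = activity change of -60% or lower, but not beyond a set lower limit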; note: % is set by controls: 0 for no effect and ±100 for the full control effect
* = called active by the depositor; nt = not tested or not shown. Cut-off read from the data, not from the text of the source, unless noted: active = activation above about 30%; inactive = the rest.

Fields – TRHR ag, D1 agonist, D2 antagonist, D2 agonist, D2 PAM, D1 antagonist, TRHR PAM, D1 PAM, RXFP1 antagonist
O=C(COc1ccc(Br)cc1)NCCCNC(=O)c1cnccn1
  0.0, 3, -9, -0.6, 9, 3, 6, 7, -24
CC(C)CCOCc1nc2sc3c(c2c(=O)[nH]1)CCC(C)C3 (stereo not drawn)
  0.9, 4, -11, 1.5, 4, 4, -3, 0, 1
O=C(COc1ccc2ccc(=O)oc2c1)N1CCN(C(=O)C2COc3ccccc3O2)CC1 (stereo not drawn)
  2.2, 3, nt, nt, nt, -12, -3, -2, 3
Cc1ccccc1N1CCN(C(=S)c2ccccc2)CC1
  0.0, 1, -4, 1.8, -1, -29, 3, 1, -1
CC(Oc1ccc(C(=O)c2ccc(F)cc2)cc1)C(=O)N1CCOCC1 (stereo not drawn)
  -0.6, 4, -11, 0.1, 17, 24, -16, -4, -7
Clc1ccccc1C(c1nnnn1Cc1ccco1)N1CCN(Cc2ccco2)CC1 (stereo not drawn)
  -1.1, 1, 3, 0.2, 9, 2, -4, 0, -1
COc1ccc(Oc2ncnc3c2oc2ccc(Br)cc23)cc1
  -1.9, 4, -12, 1.5, 5, 0, 0, -5, -7
O=C(C1CCC(CNS(=O)(=O)c2cccc3nsnc23)CC1)N1CC=C(c2ccccc2)CC1 (stereo not drawn)
  -0.5, 8, -7, 0.7, 21, 2, 9, -5, nt
COC(=O)c1c(NC(=O)c2ccc(C)cc2)sc(Cc2ccccc2)c1C
  0.0, 2, -10, -1.7, 15, 12, 10, 2, -2
CCOc1cc(C(=O)N2CCN=C2SC)cc(OCC)c1OCC
  0.1, 0, -12, 0.2, 7, -4, 0, -3, -5
CCCN1C(=O)c2[nH]nc(-c3ccc(F)cc3)c2C1c1ccccn1 (stereo not drawn)
  -0.8, 3, nt, nt, -13, 5, -1, -1, -2
O=C(CN(C(=O)CCC(=O)Nc1nccs1)c1ccc2c(c1)OCO2)NCC1CCCO1 (stereo not drawn)
  0.1, 2, -5, 0.9, -7, 3, -4, -5, 2
COc1cc(C(=O)Nc2cc(Cl)ccc2C)c(-n2cnnn2)cc1OC
  1.3, 1, 0, 0.0, 0, -10, 7, 0, -6
Cc1nc(Nc2cccc(C(F)(F)F)c2)nc2c1C(=O)CC(C)C2 (stereo not drawn)
  0.4, 3, -3, 3.4, nt, 3, -13, -1, -8
O=C(CSc1ccccc1)Nc1nnc(C2CC2)s1
  -0.8, 3, -9, -3.0, 15, 29, 23, -1, -32
COC(=O)CCC(=O)OC1(C)C(=O)C=C2C=C(C3CC3)N(C3CCCCC3)C=C2C1=O (stereo not drawn)
  0.2, 1, 4, -0.9, 22, -5, -2, 5, nt
COc1ccc2c(c1)sc1ncc(C(=O)NCc3ccc(Cl)cc3)c(=O)n12
  0.2, 2, nt, -0.3, 0, -7, 19, -1, 0
CCCCN(C)Cc1cc(=O)oc2cc3c(cc12)CCCC3
  0.1, 3, -13, -0.5, -19, 1, -7, 3, -18
Cc1nnc(N/N=C/c2ccccc2O)n1N
  0.6, 4, -7, 0.1, 3, -11, 6, -4, 25
C=CCN(CC=C)S(=O)(=O)c1ccc(NC(=S)NC(=O)Cc2ccc(OC)cc2)cc1
  3.7, 15, -3, -1.5, -9, 17, 1, 3, -1
COc1cccc(CNC(=O)[C@H](CCSC)NC(=O)N2CCn3c2nc2ccccc23)c1
  0.2, 3, 6, -0.1, 1, 2, -5, -1, -19
Cc1ccccc1Nc1c(-c2cccs2)nc2cccc(C)n12
  -0.6, 0, nt, 1.2, 7, 24, 16, 2, -18
Cc1ccc(S(=O)(=O)NCCC(=O)NCCCSc2ccccc2)cc1
  1.2, 17, -12, -2.1, 8, -9, 5, nt, -8
COc1cc2nc(N(CCCN(C)C)C(=O)c3ccc(C(=O)c4ccccc4)cc3)sc2cc1OC
  1.2, 13, -14, 5.9, -9, 2, -2, -1, -30
COc1cccc(OC)c1C(=O)Nc1ccc(-c2nc3ncccc3o2)cc1
  0.1, 0, nt, -0.1, nt, -5, 3, 1, -5
C/C(=N\NC(=O)CN1CCN(Cc2ccccc2)CC1)c1cccs1
  -0.1, 1, -35, 0.3, -8, -6, 3, 3, -10
CCCCc1ccc(N=N/C(C(=O)Nc2ccccc2OC)=C(/C)O)cc1
  2.1, 5, 16, 1.4, -7, 10, -5, 9, 3
Cc1cc(C)cc(N(CC(=O)Nc2cc(C)ccc2C)S(=O)(=O)c2c(C)[nH]c(=O)[nH]c2=O)c1
  -0.2, 0, -15, 0.2, -5, -2, -2, -4, -8
COc1ccc(OC)c(-c2csc(N(CC3CCCO3)C(=O)Cc3ccccc3)n2)c1 (stereo not drawn)
  1.4, 4, -5, 0.7, 11, 0, 8, -6, -3
O=C(O)c1cc(-c2cccs2)nn1-c1ccccc1
  0.4, 4, -8, 8.8, 0, 11, 4, -4, 12
CC(=O)N1CCN(S(=O)(=O)c2cccc(C(=O)OCC(=O)N3CC(=O)Nc4ccccc43)c2)CC1
  -0.1, -2, 6, 0.8, 5, 17, -4, -6, -5
C/C(O)=C(\C#N)c1nc2ccccc2[nH]1
  0.3, 2, 0, -1.1, 3, -6, -7, -1, 3
CCCn1c(=O)c2sccc2n2c(CCCC(=O)NCCOC)nnc12
  0.4, 0, nt, -0.5, -6, -11, 8, -1, 2
Cc1c(NC(=O)CSCc2ccco2)c(=O)n(-c2ccccc2)n1C
  -0.8, 2, -5, -2.2, -17, 4, -2, -6, -2
COc1ccc(-c2csc(NC(=O)COC(=O)c3ccco3)n2)cc1
  1.0, 1, 5, -1.0, -6, 9, 1, -8, -7
CCCc1cc(C(=O)Cc2ccc(C(=O)OCC)o2)c(O)cc1O
  1.1, 15, 0, -0.5, 8, -7, 0, 6, -7
Cc1cccc(N(CC(=O)NC2CCCCC2)C(=O)CCC(=O)Nc2ccccn2)c1
  -0.4, 1, -51, -0.5, -5, -2, -3, 2, nt
COc1cccc(CN2CCNC(=O)C2CC(=O)NCCn2cccn2)c1OC (stereo not drawn)
  0.1, 4, nt, nt, nt, -8, 2, 1, -2
COc1cccc(CNC(=O)N2CCc3c(sc4c3CCCC4)C2c2ccc(F)cc2)c1 (stereo not drawn)
  0.3, 5, nt, 6.6, -2, 5, 2, 0, -19
O=C(CSc1nnc(COc2ccccc2)o1)NC1CC2CCC1C2 (stereo not drawn)
  -0.5, 3, -1, 0.2, 0, -11, -1, -2, -1
CC(=O)N1CN(C2CCS(=O)(=O)C2)Cc2c1sc1c2CCCC1 (stereo not drawn)
  0.8, 1, -35, -0.2, 7, -7, -8, 2, -2
CC(C)c1ccc(NC2CCCN(C(=O)CCN3CCCCC3=O)C2)cc1 (stereo not drawn)
  -0.2, -2, 1, 0.6, 3, 11, 9, -4, -5
Cc1ccc(C)c(OCCCC(=O)O)c1
  0.1, 2, 26, -0.3, 0, -7, -4, 1, -3
Cc1cc(C)n2c(SCC(=O)N3CCN(S(=O)(=O)c4ccc(Cl)cc4)CC3)nnc2n1
  -0.2, 1, 4, -1.6, 7, -12, 4, 3, 8
O=C1c2ccccc2C(=O)N1CCC(=O)N1CCCc2ccccc21
  -0.4, 3, 1, 0.1, -4, 17, -2, -5, 10
Cc1ccc(C(=O)OCC(=O)N2CCC(Cc3ccccc3)CC2)cc1N
  -0.9, 7, -2, -1.4, -8, -7, 9, 3, -9
NC(=O)c1ccc(NC(=O)CCCN2C(=O)NC3(CCCC3)C2=O)cc1
  0.4, 1, -7, 0.3, -4, 10, -6, 1, 6
ClCc1cc2ccccc2nc1Cl
  0.1, 1, -4, 0.2, 0, 13, -3, -1, 7
COc1cc2c(cc1OC)C1(Nc3c-2c(C)nn3-c2ccccc2)C(=O)Nc2ccccc21 (stereo not drawn)
  0.0, 0, 13, 0.9, 14, 0, 3, 2, -1
O=C(COc1ccccc1)N=C1SC2CS(=O)(=O)CC2N1c1ccc(F)cc1 (stereo not drawn)
  0.3, 5, -8, 0.8, 3, -27, -4, -9, -5
COc1ccc(CNc2ncc(-c3ccc(F)cc3)n2C)c2ccccc12
  -0.4, 12, nt, nt, nt, -36*, 2, -11, -18
CC(C)(C)c1ccc(C(=O)C2CCCN(C(=O)CN3CCCC3=O)C2)cc1 (stereo not drawn)
  0.1, 4, -10, -0.7, 3, -8, 1, 4, 1

Quoted at random: 5 compounds from above.
Fields – TRHR ag, D1 agonist, D2 antagonist, D2 agonist, D2 PAM, D1 antagonist, TRHR PAM, D1 PAM, RXFP1 antagonist
COc1cccc(CNC(=O)N2CCc3c(sc4c3CCCC4)C2c2ccc(F)cc2)c1 (stereo not drawn)
  0.3, 5, nt, 6.6, -2, 5, 2, 0, -19
CC(C)CCOCc1nc2sc3c(c2c(=O)[nH]1)CCC(C)C3 (stereo not drawn)
  0.9, 4, -11, 1.5, 4, 4, -3, 0, 1
CCCCc1ccc(N=N/C(C(=O)Nc2ccccc2OC)=C(/C)O)cc1
  2.1, 5, 16, 1.4, -7, 10, -5, 9, 3
COc1cc(C(=O)Nc2cc(Cl)ccc2C)c(-n2cnnn2)cc1OC
  1.3, 1, 0, 0.0, 0, -10, 7, 0, -6
C/C(O)=C(\C#N)c1nc2ccccc2[nH]1
  0.3, 2, 0, -1.1, 3, -6, -7, -1, 3

Compound activity (PubChem BioAssay)
